# EBI2 block: antagonists of human EBI2 receptor. P32249. EBI2 beta-arrestin recruitment, luminescence, 7a,25-OHC stimulated. inhibition, % at 5 µM. 360,000 tested, 0.81% active. AID 651636; in the data active = inhibition above about 38%;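 note: enzyme fragment complementation signal reports receptor beta-arrestin coupling in cells; 0% = agonist plus DMSO wells and 100% = wells without agonist; some results beyond the cut were filed as inactive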
# Target sequence (P32249 whole entry, looked up, the tested form may be a part): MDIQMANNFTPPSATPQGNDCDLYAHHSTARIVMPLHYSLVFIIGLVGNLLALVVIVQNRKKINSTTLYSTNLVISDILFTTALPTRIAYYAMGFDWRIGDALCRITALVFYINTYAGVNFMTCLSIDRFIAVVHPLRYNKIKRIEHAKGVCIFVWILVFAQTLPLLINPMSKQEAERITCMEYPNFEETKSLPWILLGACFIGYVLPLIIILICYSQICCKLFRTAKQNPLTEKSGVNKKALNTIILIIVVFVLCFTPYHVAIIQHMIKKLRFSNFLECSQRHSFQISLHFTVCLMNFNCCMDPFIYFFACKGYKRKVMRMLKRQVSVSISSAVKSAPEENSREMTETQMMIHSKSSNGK
# Starred values were filed as active, the others as inactive. An excerpt. The share of hits here may be higher or lower than overall.
EBI2 block	Molecule
9	Cc1nc2c(OCc3ccc(C#N)cc3)cccn2c1N(C)C(=O)CCC1CCCC1
-3	O=C(CSc1nnc(-c2ccccc2F)n1C1CC1)N1CCCC1
8	CCc1nc2c(OCCOC)cccn2c1N(C)C(=O)Nc1ccccc1OC
3	Cc1ccccc1S(=O)(=O)N(C)C[C@H]1OCc2cnnn2CCCC(=O)N([C@@H](C)CO)C[C@H]1C
-4	CCCS(=O)(=O)NC(=O)C1(C)CCCN(C(=O)c2cccc(OC(F)(F)F)c2)C1 (stereo unspecified)
-2	COc1ccc(NC(=O)C2(C)CCCN2C(=O)C(C)C)cc1OC (stereo unspecified)
10	N#Cc1ccc(C(C(=O)NCc2ccccc2)n2c(=O)c(-c3ccco3)nc3ccccc32)cc1 (stereo unspecified)
-8	COCCCNC(=O)c1ccc2sc([C@@H]3O[C@H](CO)[C@H](O)[C@H](O)[C@H]3O)nc2c1
-4	COc1ccc(NC(=O)c2cc(C3CCCCN3C(=O)OCCF)on2)c(C)c1 (stereo unspecified)
3	O=C(NCc1ccccc1)C(c1ccccc1)n1c(-c2ccncc2)nc2ccccc21 (stereo unspecified)

# Part of the list above, with each value named:
molecule: COCCCNC(=O)c1ccc2sc([C@@H]3O[C@H](CO)[C@H](O)[C@H](O)[C@H]3O)nc2c1
- EBI2 block = -8

molecule: COc1ccc(NC(=O)c2cc(C3CCCCN3C(=O)OCCF)on2)c(C)c1 (stereo unspecified)
- EBI2 block = -4

# Next results follow.
EBI2 block	Molecule
38	C#CCN(C[C@@H]1[C@@H](OC(=O)NCCCCCC)[C@@H](OC(=O)NCCCCCC)Cn2c(=O)ccc(=O)n21)S(=O)(=O)c1ccc(C)cc1
4	Cc1ccc(S(=O)(=O)N(C)c2ccc(C(=O)NC3CCCCC3)cc2)cc1
-7	OCc1ccccc1Cn1ccnc1
17	Cc1ccccc1-c1cc2nc(NCc3ccc(N(C)C)cc3)n(C)c(=O)c2s1
26	O=C(c1ccc(CSc2ccc(Cl)cc2)o1)N1CCOCC1
-3	N#Cc1ccc(-c2nc3ccc(Br)cn3c2Cc2ccsc2)cc1
-2	COc1ccccc1NS(=O)(=O)c1cccc(NS(=O)(=O)c2cc(C(=O)O)ccc2Cl)c1
-6	CC1(C(=O)NS(=O)(=O)c2cccc(F)c2)CCN1C(=O)CCC1CCCC1 (stereo unspecified)
-4	COc1cccc(CNc2nc(NC(C)C)nc3ccsc23)c1OC
-1	Cc1noc(C)c1-c1ccc(C(=O)N2CCN(C)CC2)c2occc12

# (further entries)
EBI2 block	Molecule
4	Cc1nn(-c2ccccc2)c(-c2ccccc2[N+](=O)[O-])c1CC#N
-1	O=C1NC[C@@H](CCCCN2CCN(CCc3ccccc3)C(=O)C2=O)N(Cc2ccccc2)C1=O
-53	CCCCCNC(=O)c1nc(-c2c(F)cccc2F)oc1-c1ccccc1
6	O=C(NC1CCCCC1)C(CCc1ccccc1)N1CCc2ccccc2C1 (stereo unspecified)
0	CCCCN1C(=O)C(CC(=O)NCc2ccco2)CC(C(=O)N2CCCCCC2)=C1C (stereo unspecified)
2	COc1ccc(CCN2CC(C(=O)NCc3ccon3)CCC2=O)cc1 (stereo unspecified)
-5	Cc1ccccc1N(CC(=O)N1CCN(Cc2ccccc2)CC1)S(C)(=O)=O
2	CC(C)C[C@H]1CN(CCCC[C@@H]2CNC(=O)C(=O)N2CCc2ccccc2)C(=O)C(=O)N1Cc1ccccc1
-8	Cc1nc2nc(C(F)(F)F)[nH]c2nc1C
-2	OC(c1ccc(F)c(F)c1)c1nc(-c2ccc3c(c2)OCO3)cs1 (stereo unspecified)

# Taken from the results shown, 3 compounds:
EBI2 block	Molecule
2	CC(C)C[C@H]1CN(CCCC[C@@H]2CNC(=O)C(=O)N2CCc2ccccc2)C(=O)C(=O)N1Cc1ccccc1
-8	Cc1nc2nc(C(F)(F)F)[nH]c2nc1C
-2	OC(c1ccc(F)c(F)c1)c1nc(-c2ccc3c(c2)OCO3)cs1 (stereo unspecified)

# Continued:
EBI2 block	Molecule
4	COc1ccc(C(C)(NC(C)=O)c2nc(-c3cccc4cccnc34)cs2)cc1 (stereo unspecified)
-7	CCCCNC(=O)C1(C)CCCCN1C(=O)c1csnn1 (stereo unspecified)
20	Cn1nc(C(C)(C)C)cc1NC(=O)C1(C)CCN1C(=O)c1ccccc1CCc1ccccc1 (stereo unspecified)
2	CCCCn1c(NCc2ccc(OC)cc2O)nc2ccccc21
-3	COc1cccc(-c2cnc(C(O)c3cc(C)c(OC)c(C)c3)[nH]2)c1 (stereo unspecified)
-5	COc1cccc(-c2cnc(C(O)c3ccc(Cl)cc3)[nH]2)c1 (stereo unspecified)
-2	CC1(C)CC(=O)C=C(c2ccccc2CO)C1=O
8	COC(=O)Cc1ccccc1NS(=O)(=O)c1ccc(C)cc1
0	Nc1nc2c(ncn2[C@@H]2O[C@H](CNS(=O)(=O)N3CCc4ccccc4C3)[C@@H](O)[C@H]2O)c(=O)[nH]1
-6	CC(C)OC(=O)N(C)C[C@@H]1OCc2cn(nn2)CCCC(=O)N([C@@H](C)CO)C[C@H]1C

# (continued)
EBI2 block	Molecule
-4	CC(C)Oc1ccc(S(=O)(=O)N2CCOCC2)cc1NC(=O)CSc1nnc(C2CC2)n1C
3	CCOC1=C2[C@@H](CN(S(=O)(=O)c3ccc(C)cc3)[C@H]2c2cccs2)[C@H]2C(=O)N(c3ccccc3)C(=O)[C@H]2C1
17	COCCNc1nc(NCCCN2CCCC2=O)c2sc(-c3ccccc3)cc2n1
6	CSc1ccc(CN2CCC2(C)C(=O)Nc2cnc3ccccc3c2)cc1 (stereo unspecified)
5	COc1ccc(C(C(=O)NC(C)(C)C)n2c(=O)c(-c3cc4ccccc4[nH]3)nc3ccccc32)cc1 (stereo unspecified)
-8	C[C@H]1COc2cccc(N3CCC[C@@H]3CO)c2S(=O)(=O)N1
-20	NC(Cc1ccc(C(F)(F)F)cc1)c1csc(NC(=O)Nc2ccccc2)n1 (stereo unspecified)
-12	COC(=O)[C@@]1(Cc2ccc(F)cc2)[C@H]2C(CC(=O)C(=O)N3CCCC3)C(=O)C[C@H]2CN1C(=O)c1ccccc1 (stereo partly specified)
3	C[C@@H]1CN([C@@H](C)CO)C(=O)c2cc(Br)cnc2O[C@H]1CN(C)C(=O)Cc1ccccn1
-10	Nc1ccn([C@@H]2O[C@H](C(=O)NCCc3ccc(F)cc3)[C@@H](O)[C@H]2O)c(=O)n1

# The listing continues:
EBI2 block	Molecule
0	C#CCNC(=O)c1cc2c(Br)ccc(Br)c2nc1N
-9	O=C(Nc1ccc([N+](=O)[O-])cc1)OC1CCS(=O)(=O)C1 (stereo unspecified)
12	Cc1ccc(S(=O)(=O)N2CCC(C(=O)N3CCN(c4ccccn4)CC3)CC2)cc1C
27	CC(=O)C(=Cc1ccc(-c2ccccc2)cc1)C(=O)c1ccccc1
-5	Cc1cc(C)n2c(NC3CCCC3)c(-c3cc4ccccc4o3)nc2n1
1	CC1(C(=O)O)CCCN(C(=O)c2ccc(OC(F)F)cc2)C1 (stereo unspecified)
-9	C=CCCC(=O)N1C[C@H]2CCN(C)[C@H]2C[C@H]1c1ccc(Br)cc1
-6	COc1ccc(CNc2cccnc2Cl)cc1
4	CC1(C(=O)NS(=O)(=O)c2ccc(C#N)cc2)CCN1C(=O)Cc1ccsc1 (stereo unspecified)
-3	Cc1ccccc1C(=O)Nc1ccc(S(=O)(=O)NCC2CCCO2)cc1 (stereo unspecified)

# 3 structures from above, arranged by length of the SMILES, rising:
EBI2 block	Molecule
-3	Cc1ccccc1C(=O)Nc1ccc(S(=O)(=O)NCC2CCCO2)cc1 (stereo unspecified)
-9	O=C(Nc1ccc([N+](=O)[O-])cc1)OC1CCS(=O)(=O)C1 (stereo unspecified)
-9	C=CCCC(=O)N1C[C@H]2CCN(C)[C@H]2C[C@H]1c1ccc(Br)cc1

# Additional entries follow.
EBI2 block	Molecule
2	O=C(Nc1ccc2c(c1)OCCO2)C(c1ccnc2ccccc12)n1c(=O)c(-c2ccco2)nc2ccccc21 (stereo unspecified)
14	CCCOc1ccc(F)cc1-c1cc(C(=O)NCc2ccc(F)cc2)[nH]n1
12	Cc1cccc(CN(Nc2ccccc2)c2ccccc2)n1
4	COCCNc1nc(Oc2ccccc2)c2sccc2n1
15	CC(=O)Nc1cccc(-c2ccnc3c2CC(C)(C(=O)Nc2ccc(Cl)c(C(F)(F)F)c2)O3)c1 (stereo unspecified)
-37	O=C(Nc1ccccc1)C1Cc2c(-c3ccco3)ccnc2O1 (stereo unspecified)
15	CCOC(=O)[C@]12CCC=C1N(Cc1ccc(Cl)cc1Cl)C(=O)[C@H](CC(=O)NCc1cccc(C(F)(F)F)c1)C2
-35	O=C1CSC(=S)N1N=Cc1c(F)cccc1Cl
23	CN1CCN(c2ccc(-c3cc(NC=O)c4ncc(-c5ccccc5)n4c3)cc2)CC1
-4	CCOc1cccc(-c2cc(N3CCN(CCO)CC3)n3nccc3n2)c1

# Next part:
EBI2 block	Molecule
-9	C[C@H](CO)N1C[C@H](C)[C@H](CN(C)S(=O)(=O)c2cn(C)cn2)OCc2cnnn2CCCC1=O
-2	COc1ccc(-c2cc3c(c4c2ccn4C)C2CCC3C2)cc1 (stereo unspecified)
26	CCCCCCN1C[C@H](O)[C@@H](n2cc(-c3ccc(F)cc3)nn2)C[C@@H]1c1ccc(Cl)cc1
38	COC(=O)c1ccc2nc(-c3ccc(C)cc3)c(Cc3ccc(C)cc3)n2c1
5	Cc1ccsc1C(=O)N1CCC1(C)C(=O)NS(=O)(=O)c1ccc(Br)cc1 (stereo unspecified)
5	CCCCn1nnnc1C(c1cc2ccccc2o1)N1CCN(CC(=O)N2CCCC2)CC1 (stereo unspecified)
-1	COc1cccc(C(=O)N2CCN(c3nc4cc(C)cc(C)c4cc3C#N)CC2)c1
0	CSc1cnn(CCC#N)c(=O)n1
2	C=CCNc1ncnc2c1ncn2[C@H]1CN(CCc2ccccc2)C[C@@H](CO)O1
-4	COC(=O)c1cccc(NC(=O)c2cccc(-n3cnnn3)c2)c1

# Additional structures follow.
EBI2 block	Molecule
7	CC(C)C1C(=O)N(Cc2cn(CCC3OCCO3)nn2)CCS(=O)(=O)N1Cc1ccc(-c2cccc(N(C)C)c2)cc1 (stereo unspecified)
-4	C[C@@H]1CCCN1[C@H]1CS(=O)(=O)N[C@@H]1COCc1ccccc1
-1	OC(c1ccc(F)cc1)c1nc(-c2csc3ccccc23)cs1 (stereo unspecified)
41	CC(=NNC(=S)N1CCCC1)c1ccccn1
16	CN(C)C(=O)c1cccc(-c2cnc3c(NC=O)cc(-c4cccc(F)c4)cn23)c1
15	CS(=O)(=O)c1ccc(-c2cnc3c(NC=O)cc(-c4ccsc4)cn23)cc1
-3	OC(c1cc(F)cc(Cl)c1)c1ncc(-c2ccccc2C(F)(F)F)[nH]1 (stereo unspecified)
21	CC(C)Oc1ccc(CN2CCC2(C)C(=O)Nc2cccc(Oc3ccccc3)c2)cc1 (stereo unspecified)
0	C[C@@H]1CCCCO[C@@H](CN(C)C(=O)c2ccncc2)[C@@H](C)CN([C@H](C)CO)C(=O)c2cc(N(C)C)ccc2O1
4	Cc1ccc(Cn2cc(CN3CC(N4CCN(Cc5cccc(C)c5)CC4)CS3(=O)=O)nn2)cc1 (stereo unspecified)

# The list continues.
EBI2 block	Molecule
-3	CC(C)[C@H](CO)NC(=O)[C@H]1O[C@@H](n2ccc(N)nc2=O)[C@H](O)[C@@H]1O
-1	CC(C)C(=O)N1CCC1(C)C(=O)Nc1ccc(-n2cncn2)cc1 (stereo unspecified)
-20	C=CCNC(=O)c1ccsc1N
5	O=C(NCc1cccnc1)c1cc(C2CCCCN2S(=O)(=O)c2ccc(F)cc2F)on1 (stereo unspecified)
-1	COc1ccc(CCNC(=O)c2cc(S(=O)(=O)N3CCc4ccccc43)ccc2F)cc1OC
-1	CCC(=C(c1ccccc1)c1ccc(OCCN(C)C)cc1)c1ccccc1
1	C[C@H](O)[C@@H]1CN2CCc3c([nH]c4ccccc34)[C@@H]2C[C@@H]1N(C)C(=S)Nc1ccc(C#N)cc1
-9	c1cnc2ccc(-n3ccnc3)cc2c1
1	COc1ccc(OC)c(NC(=O)C2(C)CCN2Cc2ccc(OC)c3ccccc23)c1 (stereo unspecified)
-6	C=C[C@]1(C)C=C2C(=O)C[C@H]3C(C)(C)CCC[C@]3(C(=O)O)[C@@]2(O)CC1

# The list goes on.
EBI2 block	Molecule
27	O=C1NCCN1CCNc1nc(NCC2CC2)nc2cc(-c3ccccc3)sc12
12	COc1cc(CC(=O)N2c3ccccc3N=C(c3ccccc3)C2C(=O)NCc2ccccc2)cc(OC)c1 (stereo unspecified)
-1	Cc1nc2c(=O)[nH]n(C)c2nc1C
-8	COc1ccc(OC)c(NC(=O)Nc2nc(C(N)C(C)C)cs2)c1 (stereo unspecified)
8	C=CCn1c(O)c(N=Nc2ccccc2[N+](=O)[O-])c2ccccc21
25	COc1cccc(-c2cnc3c(NC(C)=O)cc(-c4ccc(C(=O)N5CCOCC5)cc4)cn23)c1
-11	Nc1[nH]c(C(=O)c2ccccc2)c(-c2ccccc2C(F)(F)F)c1C(=O)NCc1ccc(F)cc1
-7	O=C1CCC(C(=O)OCC(=O)Nc2ccc(OC(F)F)cc2)=NN1
47*	COc1cc(NC(=O)N2CCc3nc(Nc4cc(Cl)cc(Cl)c4)ncc3C2)cc(OC)c1OC
5	O=C(NCc1ccc(F)cc1)c1cc(C2CCCCN2C(=O)c2ccccc2)on1 (stereo unspecified)
-6	C[C@@H]1CN([C@H](C)CO)C(=O)CCCn2nncc2CO[C@@H]1CN(C)C(=O)NC1CCCCC1
2	COc1ccc(CC(N)c2csc(NC(=O)Nc3cccc(C(F)(F)F)c3)n2)cc1 (stereo unspecified)

# Compounds above with a COOH group, in the order listed:
EBI2 block	Molecule
-2	COc1ccccc1NS(=O)(=O)c1cccc(NS(=O)(=O)c2cc(C(=O)O)ccc2Cl)c1
1	CC1(C(=O)O)CCCN(C(=O)c2ccc(OC(F)F)cc2)C1 (stereo unspecified)
-6	C=C[C@]1(C)C=C2C(=O)C[C@H]3C(C)(C)CCC[C@]3(C(=O)O)[C@@]2(O)CC1

# Bioassay records from PubChem.
